# Efflux pump mplx – inhibitors of Candida efflux pumps in yeast, primary screen, S. cerevisiae, Nile Red, multiplex; S. cerevisiae Candida pump triplex; AID 485275, 2010; inhibition, % at 10 µM; 330,000 compounds, 0.44% hits;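 active means plate passing quality check with inhibition over a set limit, or well fluorescence over plate mean plus 4 SD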;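 further: Nile Red retained in pooled yeast measured as flow cytometry median fluorescence; 0% = buffer negative control and 100% = Enniatin B positive control; higher means more Nile Red kept so more efflux inhibition; some compounds called inactive have numbers as strong as hits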
# HCV core dimer – inhibitors of HCV core protein dimerization, primary screen, biochemical, TR-FRET, high-throughput; 300,000 compounds, 0.33% hits; inhibition, % at 5 µM; TR-FRET GST/Flag-core106 dimerization, 1536-well;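 active means inhibition above the mean of all tested compounds plus 3 SD, set per screening campaign, cut at about 45% in these data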
#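 Assay system – GST-tagged and Flag-tagged HCV core protein residues 1-106 · Quantity – core106 proteins, GST 13.5 nM and Flag 17 nM · Benchmarks – unlabelled core106 and no-GST-core106 wells · Read-out basis – percent inhibition of core106 dimerization signal · Detection – time-resolved FRET, ex 340 nm, em 617 and 671 nm · Schedule – 4 h at 22.5 °C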
# TPT1 inhibitor – Candida albicans TPT1 enzyme inhibitors, primary screen, biochemical, fluorescence polarization. tRNA 2'-phosphotransferase TPT1 (Candida albicans SC5314). recombinant caTPT1, FP RNA substrate dephosphorylation. inhibition, % at 5 µM. 300,000 compounds, 0.81% hits;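 active means inhibition above the mean of all tested compounds plus 3 SD, set per screening campaign, cut at about 24% in these data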;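 further: plate controls were DMSO alone for no effect and ferristatin control at 100 nM for full effect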
# EBNA-1 inhibitor – EBNA-1 DNA-binding inhibitors, primary screen, biochemical, fluorescence polarization; inhibition, % at 14.8 µM; 300,000 compounds, 0.34% hits; AID 1950, 2009; in the data active means inhibition above about 28%
# PP1 counter – PP1-alpha phosphatase inhibitors, primary screen, counter-screen for PP5 inhibitor project, biochemical, fluorescence, OMFP substrate, single point; inhibition, % at 6.7 µM; 320,000 compounds, 0.9% hits; AID 2235, 2010; purified PP1alpha;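 active means inhibition above the mean inhibition of all tested compounds plus 3 SD, computed separately for each screening campaign, cut at about 15% in these data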
# Target sequence (P62136 whole entry, looked up): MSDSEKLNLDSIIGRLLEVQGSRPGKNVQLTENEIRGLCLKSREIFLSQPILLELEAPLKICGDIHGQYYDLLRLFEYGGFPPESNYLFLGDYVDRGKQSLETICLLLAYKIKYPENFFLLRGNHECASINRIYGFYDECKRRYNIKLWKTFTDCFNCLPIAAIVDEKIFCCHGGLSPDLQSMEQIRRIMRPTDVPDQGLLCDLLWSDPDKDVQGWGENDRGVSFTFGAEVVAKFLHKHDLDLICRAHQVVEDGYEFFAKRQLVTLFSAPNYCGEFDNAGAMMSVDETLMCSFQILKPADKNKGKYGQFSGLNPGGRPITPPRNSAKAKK
# CTSL1 counter – Fasciola hepatica cathepsin L1 inhibitors, primary screen, counter-screen for PFM18AAP inhibitor project, biochemical, QFRET, fluorogenic peptide substrate. 300,000 compounds, 0.49% hits. recombinant F. hepatica cathepsin L1, Z-Leu-Arg-MCA fluorescence. inhibition, % at 5.96 µM;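 active means inhibition above the mean of all tested compounds plus 3 SD, set per screening campaign, cut at about 17% in these data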;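 further: 0% = plate median of test compound wells and 100% = 1 µM Z-Phe-Ala-diazomethylketone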
# ZTA counter – ZTA (EBV) inhibition in EBNA-1 counter-screen; ZTA-DNA binding, fluorescence polarization; inhibition, % at 11 µM; 320,000 compounds, 0.15% hits; AID 2234; in the data active means inhibition above about 33%
# Target sequence (P03206 whole entry, looked up): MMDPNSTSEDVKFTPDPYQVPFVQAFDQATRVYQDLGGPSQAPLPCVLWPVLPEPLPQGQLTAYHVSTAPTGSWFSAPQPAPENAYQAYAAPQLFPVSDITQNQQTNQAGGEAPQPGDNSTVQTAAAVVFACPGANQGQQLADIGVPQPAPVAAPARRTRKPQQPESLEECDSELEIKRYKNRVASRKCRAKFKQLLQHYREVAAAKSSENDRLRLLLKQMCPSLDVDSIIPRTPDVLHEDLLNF
# PP5 inh – PP5 phosphatase inhibitors, primary screen, biochemical, fluorescence | Serine/threonine-protein phosphatase 5 (Homo sapiens), P53041 | inhibition, % at 6.7 µM | 320,000 compounds, 0.18% hits | purified PP5c, OMFP substrate fluorescence | AID 1987, 2009;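 active means inhibition above the campaign's mean inhibition across all tested compounds plus 3 SD, cut at about 9.5% in these data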;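 further: 0% = DMSO only and 100% = 100 µM cantharidin control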
# PREPL inhibitor – PREPL enzyme inhibitors, primary screen, biochemical, fluorescence polarization; Prolyl endopeptidase-like (Homo sapiens), Q4J6C6; recombinant PREPL, fluorescence polarization activity-based probe; inhibition, % at 5.96 µM; 320,000 compounds, 0.68% hits; AID 2751, 2010; in the data active means inhibition above about 43%;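 further: 0% = enzyme with DMSO and 100% = wells lacking enzyme; many of its hits are not listed in these tables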
# The depositor's hits bear a star; / = no result given.
SMILES,Efflux pump mplx,HCV core dimer,TPT1 inhibitor,EBNA-1 inhibitor,PP1 counter,CTSL1 counter,ZTA counter,PP5 inh,PREPL inhibitor
CCCC(=O)n1nc(-c2ccc(C)cc2)nc1NCc1ccco1,0.0,-2,0,5,1,-1,-3,1.9,-5
CC(C)COP(=O)(c1ccc(N(C)C)cc1)C(O)c1ccncc1 (centres undefined),-0.1,-5,0,-9,-5,3,13,-2.4,5
Cc1cccc(OCC(=O)NCCNC(=O)c2ccccn2)c1,0.0,-3,-1,7,1,3,-10,-0.7,0
Cc1nn(Cc2ccc(Cl)c(Cl)c2)c(C)c1NC(=O)c1noc2c1CCCCC2,-0.1,6,0,5,-3,4,1,0.0,19
Cn1c(SCc2ccccn2)nc2c1c(=O)[nH]c(=O)n2C,-0.4,-4,-4,4,2,-1,7,-1.0,0
CC(C)CNC(=O)C(=O)NCC1OCCCN1S(=O)(=O)c1ccc2c(c1)OCCO2 (centres undefined),0.0,-7,-1,16,-3,0,-9,-1.8,2
CCN(CC)S(=O)(=O)c1ccc(N2CCCCC2)c(NC(=O)/C(C#N)=C/c2ccc(OC)cc2)c1,-1.2,12,1,1,1,-2,-6,1.7,4
NC(=S)N/N=C/c1c(O)c(Br)cc2oc3c(c12)CCCC3,-0.1,2,1,26,-1,22*,24,-1.0,4
CC1CC(=O)Nc2cc([N+](=O)[O-])ccc2N1 (centres undefined),0.0,-5,-1,2,-2,2,8,-3.3,20
Cc1nc(C)c(C(=O)N(c2ccccc2F)C(C(=O)NCC2CCCO2)c2ccccc2)s1 (centres undefined),-0.1,-13,-2,-3,2,-3,-14,-0.6,3
COCCOC(=O)C1=C(C)NC(C)=C(C(=O)OC(C)C)C1c1cccc([N+](=O)[O-])c1 (centres undefined),-0.1,1,-5,-1,4,6,19,0.5,19
CCCC[C@H](CN(N=O)[C@@H](Cc1ccccc1)CN(C)N=O)N(CCc1ccccc1)N=O,/,3,3,-8,8,0,-1,4.7,1
CC(C)C(=O)Nc1nnc(SCC(=O)NC2CCCC2)s1,0.1,0,-5,-16,-1,-1,3,2.1,4
CSc1nc(Cl)cc(=O)[nH]1,-0.2,-4,-3,1,-2,-2,-3,-0.9,1
CCOc1cccc(/C=N/NC(=S)NCCN2CCOCC2)c1O,0.0,-4,-3,8,-2,3,-16,1.5,1
O=C(NCC(c1cccs1)N1CCOCC1)c1cc(Cl)ccc1[N+](=O)[O-] (centres undefined),0.0,-1,-1,-4,-3,-2,2,0.8,8
COC(=O)CC1C(=O)NCCN1C(=O)c1ccc2oc(C(C)C)nc2c1 (centres undefined),0.0,8,-1,1,-6,-10,-10,-1.4,3
Cc1c(C(=O)OCC(=O)N(C)c2ccccc2)cccc1[N+](=O)[O-],0.0,-4,1,-1,-3,-2,-1,-2.6,-5
COC(=O)C1=NN(C(=O)c2ccc(Cl)cc2)C(O)(c2ccccc2)C1 (centres undefined),0.0,-1,4,13,1,6,6,-0.8,8
C=CCn1c(O)c2ccc(C(=O)N=NC(=O)c3ccc(F)cc3)cc2c1O,0.2,4,-1,-13,-4,2,6,0.4,20
N#CCc1c(C#N)c(N)nc(Nc2ccccc2)c1C#N,0.3,3,3,-12,-6,1,5,0.7,21
Cc1ccn2cc(CCNC(=O)COc3ccccc3)nc2c1,0.0,-2,-3,-6,-4,3,-13,-1.6,17
CCN(CC)CCN(C(=O)c1cccc(N2C(=O)CCC2=O)c1)c1nc2cc3c(cc2s1)OCO3,-0.1,-2,-3,0,-4,-3,-3,0.1,15
CC#CCCCC(=O)Nc1cccc(C(=O)O)c1,0.2,-4,5,2,1,1,6,2.9,-1
COc1ccc(CCN2C(=NC(=O)CC(C)C)SC3CS(=O)(=O)CC32)cc1OC (centres undefined),0.2,-2,-1,-7,-7,2,-2,3.8,-12
SMILES,Efflux pump mplx,HCV core dimer,TPT1 inhibitor,EBNA-1 inhibitor,PP1 counter,CTSL1 counter,ZTA counter,PP5 inh,PREPL inhibitor
COc1ccc(NC(=O)C/C(C)=N/NC(=O)COc2ccc(OC)cc2)cc1,-0.1,5,0,-1,-3,8,-9,0.7,2
O=C(O)CS(=O)(=O)CC(=O)O,0.0,-3,-2,1,4,-4,-7,0.8,-13
CCOc1cccc(NC(=O)C2CC(=O)NC(=Nc3ccccc3)S2)c1 (centres undefined),-0.1,4,5,9,-1,-3,1,-0.4,-1
CCCCCc1nc(N)c(C#N)c(-c2ccco2)c1CCCC,0.1,3,3,-8,-5,4,-1,0.9,-1
COc1cccc(-c2cc(C(=O)N3CCN(Cc4ccc5c(c4)OCO5)CC3)on2)c1,0.0,4,-3,-13,0,1,1,1.0,-9
O=C(NC(=S)NCC1CCCO1)c1ccc(Br)o1 (centres undefined),-0.1,5,-1,12,0,2,10,0.9,-11
CCn1c2ccccc2c2cc(NC(=O)COc3ccc(OC)cc3)ccc21,-0.1,7,4,3,2,3,7,2.9,9
COCCCNC(c1ccccc1)c1ccncc1 (centres undefined),0.2,0,0,-16,-2,1,13,0.4,9
COc1ccccc1NC(=O)N1CCCC1C(=O)NCc1ccc2c(c1)OCO2 (centres undefined),0.0,-6,-4,-14,2,-3,-23,1.1,0
O=C(Cc1ccccc1)Nc1nnc(-c2cccs2)s1,0.0,-2,2,11,3,1,-2,3.3,4
CCOC(=O)N1CCC(n2c(SCC(=O)NCCc3ccc(S(N)(=O)=O)cc3)nc3ccccc3c2=O)CC1,-0.2,-3,-2,15,2,-2,0,1.3,0
COc1ccc(S(=O)(=O)NCc2csc(-c3cccnc3)n2)cc1,-0.2,1,1,6,-3,-1,-3,-0.6,-8
CC(=O)NC(C)CCc1ccccc1 (centres undefined),0.0,-2,-2,-7,-4,-1,-3,0.7,1
O=C(NCc1n[nH]c(=S)n1-c1ccccc1)c1ccco1,-0.1,-4,-3,-5,-3,0,-18,1.0,1
COc1ccc(/C=C(\C#N)C(=O)ONC2=NCCCCC2)cc1,0.0,0,0,1,-4,-2,-8,-0.2,11
CC(C)(CNS(C)(=O)=O)SCc1ccc(Cl)cc1,0.1,-5,3,-18,0,-4,10,3.2,-40
O=C(O)C(Oc1ccc2ccccc2c1)c1ccccc1 (centres undefined),0.1,0,-1,9,-4,0,11,-3.5,-6
Cc1cc(C)c2c(N)c(C(=O)NC3CC3)sc2n1,-0.1,-7,-3,-4,0,-3,-19,1.2,5
CC(=O)Nc1ccc(NC(=O)CSc2nc3ccccc3o2)cc1,-0.1,-10,-2,-3,-3,-8,-1,3.2,-5
CC(NC(=O)c1ccc(Br)cc1)c1ccc2c(c1)CCCC2 (centres undefined),-0.1,1,-1,-3,1,-2,2,2.3,0
Cc1ccc(N(CC(=O)NCc2ccccc2)C(=O)c2csnn2)c(C)c1,0.0,1,4,-16,2,0,13,4.7,11
O=C(CSc1nnc(CNC(=O)c2ccccc2)o1)Nc1ccc2c(c1)OCO2,0.0,3,-2,2,-3,6,8,1.0,-1
COc1ccc(CC(=O)N2CCN(c3ccccc3OC)CC2)cc1,-0.1,4,-1,6,-3,-4,-4,1.0,-3
COc1cc2c(cc1C=O)OC(C)C2 (centres undefined),-0.1,-17,-4,9,5,0,-10,1.6,5
Cc1ccc(-c2n[nH]c(=S)n2/N=C/c2cccn2C)cc1,0.1,1,-4,-8,1,0,7,4.7,-3
SMILES,Efflux pump mplx,HCV core dimer,TPT1 inhibitor,EBNA-1 inhibitor,PP1 counter,CTSL1 counter,ZTA counter,PP5 inh,PREPL inhibitor
CC1(C)C(=O)Nc2ccccc2N1C(=O)COc1ccc(S(=O)(=O)N2CCOCC2)cc1Cl,-0.3,65*,0,3,-2,-1,-2,-1.9,-4
Cn1cccc1C(=O)NCc1ccc(S(N)(=O)=O)cc1,-0.1,6,-1,-2,3,2,0,4.2,0
Cc1cc(C(=O)N(C)C2CCCCC2)no1,0.0,6,-3,-2,1,2,10,-1.4,0
C=CCn1c(COc2cccc3ccc(C)nc23)nnc1SCC(N)=O,-0.1,-1,0,13,1,2,-12,-1.3,-11
CC(C)c1ccc(CNC(=O)C(=O)NCC2CCCO2)cc1 (centres undefined),0.0,1,-5,10,-2,0,7,-0.3,0
O=C1C(=O)N(CCCN2CCOCC2)C(c2ccc(Cl)cc2)/C1=C(\O)c1ccc2c(c1)OCCO2 (centres undefined),0.1,5,0,-4,1,0,6,0.8,3
CCN(CC)CCN(Cc1cc2ccc(C)cc2[nH]c1=O)C(=O)NC1CCCCC1,0.0,1,1,-7,-1,4,3,1.9,5
CS(=O)(=O)N(Cc1ccc(Cl)cc1)c1ccc(C(=O)N2CCN(c3ccccc3)CC2)cc1,0.0,2,-2,4,-1,10,3,3.8,25
OCCCNc1nc(-c2ccccc2)nc2c1oc1ccccc12,0.1,2,-1,-7,-2,0,3,2.1,1
CC(Cc1nnc(N)s1)c1ccccc1 (centres undefined),-0.1,-1,0,7,3,0,16,-2.6,-3
O=C1c2ccsc2SCCN1Cc1ccc(Cl)cc1,0.0,7,3,3,-1,0,9,0.5,-50
CCn1c(CN2CCN(C(c3ccccc3)c3ccccc3)CC2)nc2c1c(=O)n(C)c(=O)n2C,0.8,4,-8,-16,-2,-3,-7,1.1,11
Cc1nnc(SC(=O)N2c3ccccc3Sc3ccccc32)s1,0.3,9,1,-7,-1,-3,20,3.9,-1
COc1ccc(C)cc1NC(=O)CSc1nnc(COc2ccccc2)n1Cc1ccco1,-0.1,15,-2,-9,8,4,-11,7.9,-4
O=C1Nc2ccccc2N=C(c2ccccc2)c2ccccc21,0.3,-8,-1,-9,-5,3,-3,-0.5,7
O=C(O)Cc1ccc(Nc2cnn(C34CC5CC(CC(CC(=O)O)(C5)C3)C4)c(=O)c2Cl)cc1,0.3,-1,4,-11,0,1,-11,-1.2,12
O=S(=O)(c1ccc(N2CCOCC2)nc1)N(Cc1ccccn1)Cc1ccccn1,0.0,-1,0,6,-5,1,-4,-3.0,1
CCc1ccc2c(c1)cc(CN(C(=S)Nc1ccccc1)C1CC1)c1nnnn12,-0.1,-4,-3,0,2,-5,-7,3.4,-2
O=C1CCN(CCc2ccccc2)CCN1[C@H](CO)Cc1ccccc1,-0.1,-10,-5,6,-4,3,-1,-0.3,21
Cc1ccc(CNC(=O)c2ccc(CS(=O)(=O)c3ccccc3)o2)cc1,0.0,11,0,4,-4,1,3,-3.3,2
COc1ccc(C(=O)N/N=C(\C)CC(=O)Nc2ccc3ccccc3c2)c(OC)c1,0.9,4,0,-5,-2,1,-8,3.9,-7

# Screening data (PubChem)

# The list is partial; the hit share may differ from the screen's.
